JMJD2A Tudor inh = qHTS Assay for Inhibitors of JMJD2A-Tudor Domain; AlphaScreen JMJD2A-Tudor / H3K4me3 peptide binding; Potency, µM (top dose mostly 114 µM), for the others: top-dose activity change, negative = inhibition, actives largely listed as inhibitors; actives 4.4% (n = 390,000); further: potency means the concentration at half of the fitted maximal effect; on the % scale 0 is the no-effect control and ±100 the full control effect; nearly all actives have a fitted effect of over 50% in size
G9a block = qHTS Assay for Inhibitors of Histone Lysine Methyltransferase G9a; Histone-lysine N-methyltransferase EHMT2 (Homo sapiens), Q96KQ7; G9a H3K9 monomethylation, AlphaScreen, 2 h; Potency, µM (highest dose often 102 µM), without a hit: at the top dose activity, negative = inhibition, most hits filed as inhibitors; actives 8.8% (n = 350,000); further: potency means the concentration at half of the fitted maximal effect; on the % scale 0 is the no-effect control and ±100 the full control effect; nearly all actives have a fitted effect of over 75% in size
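Signal arises when biotinylated H3K9 peptide, once monomethylated, bridges streptavidin donor and antibody-captured acceptor beads. Enzyme at 20 nM was preincubated 15 min with test compounds; peptide 500 nM and SAM 20 uM then reacted for 2 h.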
GLS inh = qHTS for Inhibitors of Glutaminase (GLS). GLS enzymatic activity, qHTS titration. Potency, µM (top dose mostly 45.5 µM), without a hit: at the top dose activity change, negative = inhibition, most hits filed as inhibitors. actives 0.21% (n = 410,000); further: potency means the concentration at half of the fitted maximal effect; on the % scale 0 is the no-effect control and ±100 the full control effect
Target sequence (O94925 whole entry, looked up): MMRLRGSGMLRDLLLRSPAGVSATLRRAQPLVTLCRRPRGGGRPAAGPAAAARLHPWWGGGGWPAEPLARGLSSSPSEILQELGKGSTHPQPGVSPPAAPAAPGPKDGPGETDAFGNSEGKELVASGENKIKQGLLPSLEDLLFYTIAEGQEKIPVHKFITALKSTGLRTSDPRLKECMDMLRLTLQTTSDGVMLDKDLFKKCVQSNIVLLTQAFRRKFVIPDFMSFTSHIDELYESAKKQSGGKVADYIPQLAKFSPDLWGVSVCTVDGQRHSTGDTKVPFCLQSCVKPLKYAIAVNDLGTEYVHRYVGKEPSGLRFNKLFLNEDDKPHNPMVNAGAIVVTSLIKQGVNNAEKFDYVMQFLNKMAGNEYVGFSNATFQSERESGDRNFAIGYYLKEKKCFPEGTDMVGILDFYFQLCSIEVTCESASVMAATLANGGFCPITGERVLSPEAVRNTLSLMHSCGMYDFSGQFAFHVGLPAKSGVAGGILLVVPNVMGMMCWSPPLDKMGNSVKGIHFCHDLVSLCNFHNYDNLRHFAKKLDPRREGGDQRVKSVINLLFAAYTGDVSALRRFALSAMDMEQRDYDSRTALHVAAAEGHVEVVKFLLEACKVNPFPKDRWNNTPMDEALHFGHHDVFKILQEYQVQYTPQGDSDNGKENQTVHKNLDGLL
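hKGA in 45 mM KH2PO4 pH 8.2, 0.02% Tween-20 with pin-transferred compounds; 1 mM L-glutamine (stock) plus glutamate oxidase/HRP/Amplex Red coupling added. Fluorescence read initially and after 30 min at RT.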
HP1b chromo inh = HTS for Inhibitors of HP1-beta Chromodomain Interactions with Methylated Histone Tails | Chromobox protein homolog 1 (Homo sapiens), P83916 | actives 0.56% (n = 390,000) | Potency, µM (titrated, usually from 114 µM), without a hit: top-dose activity change, negative = inhibition, usual class: inhibitors | AlphaScreen HP1-beta / biotin-H3K9me3 peptide binding; further: potency means the concentration at half of the fitted maximal effect; nearly all actives have a fitted effect of over 70% in size; inactives centre near 23
Target sequence (P83916 whole entry, looked up): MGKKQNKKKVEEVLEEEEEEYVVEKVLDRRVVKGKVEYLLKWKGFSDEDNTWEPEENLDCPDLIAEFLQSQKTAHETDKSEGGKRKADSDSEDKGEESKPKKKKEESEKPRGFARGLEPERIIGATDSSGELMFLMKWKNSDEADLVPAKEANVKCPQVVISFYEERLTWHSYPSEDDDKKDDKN
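AlphaScreen: HP1-beta (50 nM) preformed 30 min with biotin-H3(1-18)K9me3 peptide (50 nM) in PBS pH 7.4, 0.01% Tween-20. Compound added for 30 min at RT, then streptavidin donor/nickel chelate acceptor beads (10 ug/mL) for 30 min.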
BAZ2B block = qHTS Assay for Inhibitors of BAZ2B. Potency, µM (doses to about 114 µM), for inactives: at the highest dose activity change, negative = inhibition, usual class: inhibitors. AlphaScreen BAZ2B-H3K14Ac peptide displacement. AID 504333, 2011. actives 4.4% (n = 360,000); further: potency means the concentration at half of the fitted maximal effect; on the % scale 0 is the no-effect control and ±100 the full control effect; nearly all actives have a fitted effect of over 60% in size
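Protein-peptide AlphaScreen: BAZ2B 50 nM, b-H3K14Ac 50 nM, 1x PBS pH 7.4 + 0.01% Tween-20. Preincubation 30 min RT; cpd 30 min RT (top 110 uM); beads 20 min RT, light-protected.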
ALOX12 inh = Primary qHTS assay for inhibitors of human arachidonate 12S-lipoxygenase (ALOX12): Round 2; Polyunsaturated fatty acid lipoxygenase ALOX12 (Homo sapiens), P18054; purified 12hLO, xylenol orange hydroperoxide absorbance; Potency, µM (highest dose often 108 µM), inactives show top-dose activity change, negative = inhibition, hits mostly inhibitors; actives 1.1% (n = 580,000); further: potency means the concentration at half of the fitted maximal effect; on the % scale 0 is the no-effect control and ±100 the full control effect
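Hydroperoxide product was detected by ferrous iron/xylenol orange as the 573 to 405 nm absorbance ratio. Arachidonic acid at 40 uM (final) was turned over for 30 min at room temperature by 150 nM human 12hLO, pH 7.0 Hepes buffer, after 15 min compound preincubation.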
ERG Ets-DNA blk = qHTS for Small Molecule Inhibitors of the ERG Ets/DNA interaction; Transcriptional regulator ERG (Homo sapiens), P11308; fluorescence polarization, His-ERG Ets domain / labelled DNA; Potency, µM (doses to about 76.9 µM), for the others: top-dose FP activity, negative = inhibition, usual class: inhibitors; actives 0.028% (n = 370,000); active means well fitted inhibition curve with a large enough effect in the polarisation, with a control signal flat; inconclusive means small, poorly fitted or top-dose-only effect, or effect the other way, or a change in a side signal; inactive means no such curve, though single readings can be large or run the other way; the % refers to the polarisation;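 further: polarization taken with two DNA probes labelled with fluorescein and Texas red; potency means the concentration at half of the fitted maximal effect; % of control where 0% means no effect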
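His-tagged ERG Ets domain (1 uM in the protein solution; 300mM KCl, 50mM Tris-HCl, 1mM EDTA, 1mM DTT, pH 7.5) received compound, then a probe mix of 5 nM fluorescein-DNA and 100nM Texas-615-DNA. Fluorescence polarization was read for both dyes.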
PI4K2A inh = qHTS for small molecular inhibitors of PI4K2A; Phosphatidylinositol 4-kinase type 2-alpha (Homo sapiens), Q9BTU6; purified PI4K2A, ADP-Glo luminescence, 1 h; active compounds read low; activity change, negative = inhibition, % at 76.9 µM; actives 0.13% (n = 420,000); in the data active means activity change below about -50%; inconclusive means mostly about -30% to -49%;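 further: -100% = wells without enzyme as full effect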
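ADP-Glo luminescence measured ADP generated by PI4K2A enzyme (4 ug/mL before mixing) with 1.2 mM PI substrate (pre-mix) and 300 microM ATP (pre-mix). Tris pH7.5 buffer with MgCl2, Triton X-100; 1 h reaction at ambient temperature.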
RGS4 inh = Inhibitors of Regulator of G Protein Signaling (RGS) 4: qHTS; Transcreener GDP fluorescence polarization, RGS4-accelerated GTP hydrolysis; Potency, µM (highest dose often 114 µM), without a hit: top-dose activity change, negative = inhibition, actives largely listed as inhibitors; actives 0.039% (n = 390,000); AID 504845, 2011; further: potency means the concentration at half of the fitted maximal effect; on the % scale 0 is the no-effect control and ±100 the full control effect; nearly all actives have a fitted effect of over 75% in size; some results filed as inactive show a strong effect at the top dose
Target sequence (P49798 whole entry, looked up): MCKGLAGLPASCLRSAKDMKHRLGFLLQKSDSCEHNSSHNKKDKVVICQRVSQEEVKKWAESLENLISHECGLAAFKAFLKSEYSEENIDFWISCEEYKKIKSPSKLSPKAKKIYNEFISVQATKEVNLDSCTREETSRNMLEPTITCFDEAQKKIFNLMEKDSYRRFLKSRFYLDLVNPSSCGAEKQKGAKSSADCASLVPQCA
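MLSMR compounds (23 nl, pin-transferred) preincubated 10 min at room temperature with a 500nM (2x) first reagent, then RGS4 at 900nM (2x) plus Transcreener GDP mix added; fluorescence polarization (620/688 nm) read before and after 90 min at 30 °C.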
Starred values were filed as active, the others as inactive; ? = inconclusive; · = no result given; [ ] = remark or other dose. Unless noted, the call rests on the fitted dose curve; in most records, active means well fitted curve in the direction sought with a large enough effect; inconclusive means small, poorly fitted or top-dose-only effect, or another doubt; inactive means no such curve, though single readings can be large; an effect the other way counts as inactive or inconclusive. An excerpt. The share of hits here may be higher or lower than overall.

JMJD2A Tudor inh	G9a block	canonical_smiles	GLS inh	ERG Ets-DNA blk	RGS4 inh	HP1b chromo inh	ALOX12 inh	BAZ2B block	PI4K2A inh
-5%	·	CCN1C(=O)C(CC(=O)Nc2ccc(OC)cc2)N(Cc2cccnc2)C1=S (stereo not drawn)	12%	11%	16%	-36%	2%	3%	-5
-13%	-19%	CC(=O)Nc1ccccc1NC(=O)C/C(C)=N/NC(=O)C1CCCCC1	1%	-3%	4%	32%	-15%	-2%	-1
-9%	0%[2.33 µM]	COc1ccccc1OCc1nc(C#N)c(N2CCC(C(N)=O)CC2)o1	-3%	-7%	-42%	23%	56%[activator][57.4 µM]	0%	6
-8%	-12%[59 µM]	O=C(Nc1ccc(Cl)cc1)Nc1cc([N+](=O)[O-])ccc1F	0%	-1%	-36%	21%	-27%	1%	-5
14%	16%	COC(=O)c1ccc(CSc2ncnc3ccccc23)o1	-5%	9%	1%	48%[activator]	11%[57.4 µM]	7%	-1
-6%	3%[59 µM]	Cc1ccc(C(=O)c2c(N)c(C(=O)Nc3ccccc3Cl)c3ccccn23)cc1	-3%	-4%	-8%	30%	-12%	-1%	-2
-15%	-5%[59 µM]	CCOc1ccc(-c2nnc(SCC(=O)Nc3cc(F)ccc3F)o2)cc1	-13%	1%	5%	20%	-8%	-14%	5
-5%	·	O=C(CCc1nnc(C2CCCCC2)o1)NCc1ccc(F)c(F)c1	-1%	-2%	5%[56.9 µM]	49%[activator]	-17%	5%	6
-17%	?	CCOC(=O)C1CCN(Cc2nc3ccccc3c(=O)n2-c2ccc(F)cc2)CC1	2%	-3%	-11%	14%	-25%	-7%	-1
-9%	·	CCOC(=O)c1cccc(NC(=O)CSc2nnnn2C)c1	7%	-6%	7%	15%	-8%	8%	8
-33%	·	COc1ccc(-c2oc3ncnc(NCCCO)c3c2-c2ccc(OC)cc2)cc1	-14%	7%	-7%	38%[activator]	-15%	?	-1
-13%	18%	CCNC(=O)COC(=O)COc1ccc(Cl)cc1C	5%	2%	-5%	28%	-6%	-6%	7
-7%	28%[12.7 µM]	Cc1cccc2c(C(=O)Nn3cnnc3)cc(-c3ccccc3Cl)nc12	3%	-1%	-1%	26%	419%[activator]	-29%	1
-16%	-23%[59 µM]	Cc1noc(/C=C/c2ccco2)c1S(=O)(=O)N1CCC(C(=O)NCc2ccco2)CC1	-1%	-6%	-10%	6%	?	?	?
-8%	5%	O=S(=O)(Cc1ccc(Cl)cc1)N1CCN(c2ncccn2)CC1	-3%	-10%	19%	32%	0%	-10%	-2
-12%	?	OC(COc1ccccc1)CN1CCN(Cc2ccc3c(c2)OCO3)CC1 (stereo not drawn)	-3%	-8%	8%	-8%	-1%	?	4
4%	15%[59 µM]	O=C(c1ccccc1)N1CCN(c2ncccn2)CC1	-7%	-3%	-14%	38%[activator]	16%	-30%	4
-1%	?	CCS(=O)(=O)N1Cc2ccccc2CC1C(=O)Nc1ccc(F)c(F)c1 (stereo not drawn)	0%	1%	0%	40%[activator]	-8%	4%	0
-14%	-21%[59 µM]	C=C(C)Cn1c(SCC(=O)c2ccc(OC)cc2)nc2sc3c(c2c1=O)CCCC3	-15%	0%	-5%	-7%	6%	-11%	1
?	-33%[2.33 µM]	c1ccc(Cn2nnnc2C(c2cccs2)N2CCc3ccccc3C2)cc1 (stereo not drawn)	6%	-5%	2%	23%	·	?	13
-1%	7%	Cc1ccc(N2C(=O)CCC2(C(N)=O)c2ccccc2)cc1 (stereo not drawn)	-3%	10%	13%	38%	-2%	-2%	-2
?	13µM*	CCc1sc(/C=C(/C#N)C(N)=S)cc1[N+](=O)[O-]	22%	3%	?	?	?	?	-9
-22%	50µM*	COCCNC(=O)C(c1ccc(C)o1)N(CC1CCCO1)C(=O)Cn1nnc2ccccc21 (stereo not drawn)	4%	-4%	-3%	67%[activator]	-43%	-9%	-2
-9%	-1%[59 µM]	Cc1oc(-c2ccccc2F)nc1CS(=O)(=O)CC(=O)N1CCOCC1	0%	5%	13%	33%	26%	12%	2
-11%	22µM*	Cn1cnnc1SCC(=O)NN1C(=O)NC(C)(c2ccccc2)C1=O (stereo not drawn)	-10%	-17%	-2%	26%	-2%	-30%	5
-20%	-16%	CCCC(NC(=O)CCc1c(C)c2cc3c4c(oc3c(C)c2oc1=O)CCCC4)C(=O)O (stereo not drawn)	13%	6%	26%[56.9 µM]	45%	-4%	-4%	4
-16%	17%[59 µM]	CCCn1nnc(NC(=O)c2ccccc2Br)n1	0%	·	17%	25%	0%	5%	1
-5%	19%[59 µM]	COc1ccccc1NC(=O)CN1C(=O)COc2ccc(S(=O)(=O)N3CCC(C)CC3)cc21	1%	4%	9%	30%	-10%	-17%	3
-15%	·	COc1ccc(NC(=O)CCCOc2ccc(Cl)c(C)c2)cc1S(=O)(=O)N1CCOCC1	-8%	11%	?	22%	-5%	·	-8
?	-22%	CN(C)/C=C/C(=O)c1ccc2noc(-c3ccccc3)c2c1	7%	-1%	-25%[56.9 µM]	3%	?	?	0
79µM*	?	Cc1ccccc1C1=CCN(c2ncc(NC(=O)c3ccc(Cl)cc3)cc2C(=O)O)CC1	?	-5%	-1%	?	41%[activator]	50µM*	-1
-14%	?	Cc1cc(/C=C2\NC(=O)NC2=O)c(C)n1-c1cccnc1	-4%	0%	6%	-5%	0%	?	-1
6%	7%	Cc1ccc(-n2nnnc2-c2ccccc2)cc1	-20%	4%	-21%	52%[activator]	-12%	-3%	3
-6%	56µM*	CSc1oc(-c2ccccc2)nc1S(=O)(=O)c1ccc(C)cc1	-9%	7%	-32%	72%[activator]	-9%	-23%	-3
-19%	·	COC(=O)[C@@]1(Cc2ccccc2)[C@H]2C(=O)N(Cc3ccccc3)C(=O)[C@H]2[C@H]2CN=C(SC)N21	1%	-2%	-3%	18%	-3%	·	-4
-10%	?	C=CCn1c(SCC(=O)Nc2sccc2C(N)=O)nc2sc(C)c(C)c2c1=O	0%	10%	-31%	48%[activator]	8%	-33%	3
-21%	-47%	COc1cc(-c2cc(C(=O)Nc3ccc(S(N)(=O)=O)cc3)c3ccccc3n2)cc(OC)c1OC	-4%	2%	3%	22%	-9%	16%	-5
?	?	CC1(C)S/C(=N/N=C/c2ccco2)NC1=O	7%	12%	3%	36%	32%[activator]	0%	-7
-7%	-29%[59 µM]	CC(C(=O)NCc1ccccc1)n1ccc2cc(S(=O)(=O)N3CCCC3)ccc21 (stereo not drawn)	0%	-4%	18%	23%	-1%	-19%	-1
-22%	·	COc1cc(-c2ccc3oc(-c4cccc(C)c4)c(C#CC4(O)CCCCC4)c3c2)cc(OC)c1OC	-4%	1%	1%	62%[activator]	-22%	·	-1
-4%	4%[59 µM]	CCCOCC(O)CC(CC)C(=O)NNC(=S)Nc1ccccc1 (stereo not drawn)	0%	2%	8%	7%	15%	-4%	3
-13%	20%	COCC(C)N1CCC(Oc2ccc(C(=O)N3CCCC3)cc2)CC1 (stereo not drawn)	5%	-5%	23%	7%	-43%	5%	-4
-21%	17%[59 µM]	O=C(Nc1ccccc1-c1nnn(CC(=O)N2CCCc3ccccc32)n1)c1ccco1	0%	-1%	2%	16%	0%	·	-6
-5%	?	CN1CCN(C(=O)/C(=C\c2ccccc2)c2ccccc2)CC1	6%	-6%	34%	10%	-1%	1%	4
?	10%[2.33 µM]	CN(CCCn1c(=S)[nH]c2ncccc2c1=O)Cc1ccccc1	40%[activator]	-1%	9%	32%[activator]	0%	-5%	2
-21%	49%	CCCn1nnnc1NCc1cccc(Cl)c1	-3%	6%	-6%	35%	2%	-25%	6
-4%	·	CCCn1c(N)c(N2CCCCC2)c(=O)n(CC(=O)Nc2ccccc2C(F)(F)F)c1=O	?	-9%	-14%	31%	-4%	·	2
-8%	?	CCOc1ccc(S(=O)(=O)N(C)C)cc1-c1nc2c(C(C)(C)C)nn(C)c2c(=O)[nH]1	3%	·	-11%	31%	-6%	2%	-3
-18%	-5%	CCN(CC)P(=O)(Nc1ccccc1Br)c1ccc(N(C)C)cc1NC(=O)c1ccco1 (stereo not drawn)	6%	8%	-12%	10%	-6%	-13%	-11
?	?	Cn1cnnc1Sc1ccc(C(=O)NCCC(c2ccccc2)c2ccccc2)cc1[N+](=O)[O-]	-10%	-11%	9%	11%	?	?	2

Not a retest: entries from further up.
JMJD2A Tudor inh	G9a block	canonical_smiles	GLS inh	ERG Ets-DNA blk	RGS4 inh	HP1b chromo inh	ALOX12 inh	BAZ2B block	PI4K2A inh
-18%	-5%	CCN(CC)P(=O)(Nc1ccccc1Br)c1ccc(N(C)C)cc1NC(=O)c1ccco1 (stereo not drawn)	6%	8%	-12%	10%	-6%	-13%	-11
?	?	Cn1cnnc1Sc1ccc(C(=O)NCCC(c2ccccc2)c2ccccc2)cc1[N+](=O)[O-]	-10%	-11%	9%	11%	?	?	2

High-throughput results from PubChem BioAssay.
